Source: PubChem
ASM inhibitor: Inhibitors of Secretory Acid Sphingomyelinase (S-ASM): qHTS; Sphingomyelin phosphodiesterase (Homo sapiens), P17405; placental ASM, HMU-PC fluorogenic substrate, 60 min; Potency, µM (series often up to 57.5 µM), inactives show at the highest dose activity change, negative = inhibition, hits mostly inhibitors; actives 0.006% (n = 340,000); also: potency is read from the fitted curve at half-maximal effect
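Human placenta-derived ASM preincubated with compound 10 min at room temperature, then reacted with 9 uM (final) fluorogenic HMU-PC substrate for 60 min at 37 C. Stop solution raises pH to 10; fluorescence read at Ex 386/Em 447 nm.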
Integrin act MD: qHTS for Activators of Integrin-Mediated Alleviation for Muscular Dystrophy | AID 624291, 2012 | actives 0.064% (n = 350,000) | alpha7betagal myoblasts, beta-gal FDG fluorescence, 48 h | Potency, µM (highest dose often 38.3 µM), inactives show top-dose activation, actives largely listed as activators;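 also: potency is read from the fitted curve at half-maximal effect; 100% = response of the positive control SU9516; nearly all actives have a fitted effect of over 60% in size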
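Alpha7betagal+/- myoblasts (passage 13) were plated 16-24 hr, then exposed to compounds (1:260 dilution of DMSO stock) for 48 hours at 37C. After MPER lysis, β-galactosidase reporter activity was read as FDG fluorescence (ex 480/em 540) after 30 minutes.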
FBPA coupling cs: qHTS Assay for Inhibitors of Fructose-1,6-bisphosphate Aldolase from Giardia Lamblia: Coupling assay counterscreen; activity change, negative = inhibition, % at 58.2 µM, hits read low; coupling enzyme system counterscreen, AmpLite Red fluorescence; actives 0.67% (n = 290,000); in the data active = activity change below about -30%; also: % is scaled to controls: 0 for no effect and ±100 for the full control effect
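Activity here indicates interference with the coupling reaction, not aldolase inhibition. Compounds at 57.5 uM final met coupling enzymes for 10 min at RT; substrate and AmpLite Red detection followed, with a 525/598 nm fluorescence read after 20 min.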
MLL CXXC-DNA inh: qHTS Fluorescence Polarization Assay for Inhibitors of MLL CXXC domain - DNA interaction | MLL-CXXC / FITC-HOXA9 DNA fluorescence polarization | Histone-lysine N-methyltransferase 2A (Homo sapiens), Q03164 | actives 0.037% (n = 290,000) | Potency, µM (doses to about 115 µM), for inactives: at the highest dose activity change, negative = inhibition, usual class: inhibitors | AID 2662, 2010; active = well fitted inhibition curve with a large enough effect in the polarisation, with a control signal flat, not every such curve was filed as active; inconclusive = small, poorly fitted or top-dose-only effect, or effect the other way, or a change in a side signal; inactive = no such curve, though single readings can be large or run the other way; the % refers to the polarisation; also: potency is read from the fitted curve at half-maximal effect
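Steps: dispense CXXC domain solution (7 uM) → pin compounds or unlabeled HOX-A9 DNA control → 5 min ambient → add FLSN-HOX-A9 solution (50 nM) → spin → 30 min ambient → fluorescence polarization. Tris pH 7.5/NaCl/DTT/BSA buffer.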
KCNH2 3.1 inh: qHTS for Inhibitors of KCHN2 3.1: Mutant qHTS; Potassium voltage-gated channel subfamily H member 2, brain isoform KCNH2 3.1 (human); actives 0.95% (n = 340,000); AID 720553, 2013; activity change, % (tested at about 1.8 µM); U2OS KCNH2 3.1, thallium flux FluxOr; active compounds read low;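 active = maximum activity change below -70%; inconclusive = maximum activity change from -70% to -50%; inactive = maximum activity change above -50%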;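 also: thallium influx rate constant from kinetic fluorescence after stimulation buffer; % is scaled to controls: 0 for no effect and ±100 for the full control effect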
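U2OS cells transduced with KCNH2 3.1 mutant virus (1.77 x 10^8 /mL, 4 h), plated overnight at 37 C, loaded 45 min with FluxOr dye plus Red40 quencher. Thallium flux rate constant from kinetic reads after stimulation buffer, normalised to controls.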
A-T KAP1 phos: qHTS Assay for Identifying a Potential Treatment of Ataxia-Telangiectasia. […] A-T fibroblasts, KAP-1 phosphorylation AlphaLISA; neocarzinostatin DNA damage 30 min before lysis. Potency, µM (top dose mostly 57.5 µM), for the others: top-dose activation, most hits filed as activators. actives 0.19% (n = 320,000); also: potency is read from the fitted curve at half-maximal effect; % of control where 0% means no effect; nearly all actives have a fitted effect of over 45% in size
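hTERT-immortalized A-T patient fibroblasts ([…]), 500 cells/well in OPTI-MEM, 1% FBS, got compounds for 60 min, then NCS for 30 min at 37C. Lysates were then assayed for phospho-KAP-1 by AlphaLISA (anti-pKAP1 donor, anti-KAP1 acceptor beads), 6 hr at 25C.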
GALK inhibitor: qHTS Assay for Inhibitors of Human Galactokinase (GALK) | Purified GALK, Kinase-Glo residual ATP luminescence | Potency, µM (top dose mostly 57.5 µM), for the others: at the top dose activity change, negative = inhibition, actives largely listed as inhibitors | actives 0.007% (n = 270,000) | AID 1868, 2009; also: potency is read from the fitted curve at half-maximal effect; % is scaled to controls: 0 for no effect and ±100 for the full control effect
Target sequence (P51570 whole entry, looked up): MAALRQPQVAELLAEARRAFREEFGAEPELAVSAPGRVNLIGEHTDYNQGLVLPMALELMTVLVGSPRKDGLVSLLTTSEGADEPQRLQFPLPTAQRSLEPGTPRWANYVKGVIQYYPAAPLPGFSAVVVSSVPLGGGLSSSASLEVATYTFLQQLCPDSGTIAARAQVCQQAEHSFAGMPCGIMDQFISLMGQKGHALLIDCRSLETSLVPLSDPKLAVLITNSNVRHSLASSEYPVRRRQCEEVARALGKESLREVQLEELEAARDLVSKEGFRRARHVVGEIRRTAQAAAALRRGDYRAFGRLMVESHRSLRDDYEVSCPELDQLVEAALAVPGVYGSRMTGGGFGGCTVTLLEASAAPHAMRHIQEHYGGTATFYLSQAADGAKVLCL
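Compounds were pin-transferred into ATP buffer (35 uM final), then GALK plus galactose (5 nM, 100 uM final) was added. After 1 h at room temperature, Kinase-Glo Plus was added and luminescence read after 10 min.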
MBNL1 CUG block: qHTS Assay for Inhibitors of MBNL1-poly(CUG) RNA binding. Potency, µM (doses to about 57.5 µM), without a hit: at the top dose activity change, negative = inhibition, usual class: inhibitors. actives 0.036% (n = 280,000). TR-FRET MBNL1-His/biotin-(CUG)12 binding, 665/545 ratio. Muscleblind-like protein 1 (Homo sapiens), Q9NR56. AID 2675, 2010; active = well fitted inhibition curve with a large enough effect in the signal ratio, with a control signal flat, not every such curve was filed as active; inconclusive = small, poorly fitted or top-dose-only effect, or effect the other way, or a change in a side signal; inactive = no such curve, though single readings can be large or run the other way; the % refers to the signal ratio; also: potency is read from the fitted curve at half-maximal effect; % is scaled to controls: 0 for no effect and ±100 for the full control effect
Target sequence (Q9NR56 whole entry, looked up): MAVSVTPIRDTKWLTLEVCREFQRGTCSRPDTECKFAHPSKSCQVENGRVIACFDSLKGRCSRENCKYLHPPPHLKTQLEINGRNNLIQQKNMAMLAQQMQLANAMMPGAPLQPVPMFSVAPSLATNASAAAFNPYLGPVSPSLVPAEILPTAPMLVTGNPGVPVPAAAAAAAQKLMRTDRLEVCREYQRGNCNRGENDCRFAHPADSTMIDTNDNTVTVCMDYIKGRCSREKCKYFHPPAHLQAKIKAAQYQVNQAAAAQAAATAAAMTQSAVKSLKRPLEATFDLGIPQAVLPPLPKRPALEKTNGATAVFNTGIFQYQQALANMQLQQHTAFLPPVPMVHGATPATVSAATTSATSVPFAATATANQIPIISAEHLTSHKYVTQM
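TR-FRET readout: Ex 340 nm, 665/545 nm emission ratio, normalized to buffer-only (basal) and MBNL1-(CUG)12 controls. Complex of MBNL1-His with Biotin-(CUG)12, compounds 92 nM–58 uM, incubated 60 min at room temperature.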
TRPV1 agonist: HTS Assay for Compounds that Act as Agonists of the Vanilloid Receptor 1; activation, % at 8.33 µM; AID 540275, 2011; actives 0.19% (n = 320,000); Transient receptor potential cation channel subfamily V member 1 (Homo sapiens), Q8NER1; TRPV1-expressing cells, Fluo-8 calcium influx, agonist mode; in the data active = activation above about 80%; inconclusive = between about 30% and that limit; also: 0% is about no effect
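TRPV1-expressing cells were cultured overnight at 35.5C and loaded with Fluo-8 calcium dye for 40 to 90 min at room temperature. After a 10 s baseline, compound was added and calcium influx was read kinetically for 3 min (ex 480/em 520 nm).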
KCNH2 WT inh: qHTS for Inhibitors of KCHN2 3.1: Wildtype qHTS; Voltage-gated inwardly rectifying potassium channel KCNH2 (Homo sapiens), Q12809; U2OS, BacMam KCNH2, thallium flux FluxOr; active compounds read low; activity change, % at 1.84 µM; actives 0.37% (n = 340,000); AID 720551, 2013;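 active = maximum activity change below -70%; inconclusive = maximum activity change between -70% and -50%; inactive = maximum activity change above -50%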; also: % is scaled to controls: 0 for no effect and ±100 for the full control effect
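U2OS cells transduced with wild-type KCNH2 virus are loaded with FluxOr dye for 45 min, and thallium flux is measured in kinetic reads before and after stimulation buffer. Rate constants are normalized to DMSO controls.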
Starred values were filed as active, the others as inactive; ? = inconclusive; / = no result given; & = joins results of further samples; [ ] = dose if it differs, or a comment. Unless noted, calls follow the shape of the dose curve; as a rule, active = well fitted curve in the direction sought with a large enough effect; inconclusive = small, poorly fitted or top-dose-only effect, or another doubt; inactive = no such curve, though single readings can be large; an effect the other way counts as inactive or inconclusive.

#	SMILES	ASM inhibitor	Integrin act MD	FBPA coupling cs	MLL CXXC-DNA inh	KCNH2 3.1 inh
1	CCOc1ccc(NC(=O)CSc2nc3ccccc3c(=O)n2CCCC(=O)NCC2CCCO2)cc1 (stereo not given)	-6%	0%	0	16%	0
2	COc1ccc(/C(C)=N/N=C(N)N)c(OC)c1	1%	3%	1	-3%	20
3	Nc1nnc(SCC(=O)OCC(=O)NC2CCCCC2)s1	4%	19%	0	9%	-1
4	CCn1cc(C(=O)O)c(=O)c2cc(F)c(N/N=C/c3ccccc3[N+](=O)[O-])cc21	-7%	5%	0	?	5
5	CN1CCN(Cc2c(O)ccc3cc(Br)ccc23)CC1	3%	2%	-12	8%	11
6	COc1cc(OC)cc(C(=O)NNC(=O)CNC(=O)c2cccs2)c1	0%	37%	/	/	4
7	COc1ccc(NS(=O)(=O)c2cccc(C(=O)N(C)Cc3cccs3)c2)cc1	3%	13%	/	/	8
8	CCCCCn1c2nc3ccccc3nc2c2c(=O)n(CC(C)C)cnc21	18%	12%	-1	-8%	9
9	COc1ccc(Cl)cc1NC(=O)c1ccoc1C	-2%	26%	0	-6%	7
10	C[C@H](NS(=O)(=O)c1c(Cl)cccc1Cl)C(=O)NNC(=O)COc1ccccc1F	2%	-22%	/	/	0
11	O=S(=O)(c1ccccc1)N1CCC(n2cnc3ccccc32)CC1	0%	-1%	2	3%	-5
12	Cn1c(=O)c2c(nc(NCc3ccco3)n2CC(O)CO)n(C)c1=O (stereo not given)	4%	-8%	1	-2%	15

#	A-T KAP1 phos	GALK inhibitor	MBNL1 CUG block	TRPV1 agonist	KCNH2 WT inh
1	0%	4%	1%	-2	17
2	6%	-2%	/	-1	-11
3	3%	-2%	-1%	0	-14
4	-5%	/	7%	2	2
5	9%	7%	4%	-3	-8
6	-2%	/	/	-2	-3
7	10%	/	/	-5	0
8	/	0%	1%	-5	-6
9	11%	0%	-6%	8	2
10	2%	/	/	/	-5
11	7%	-2%	0%	-4	8
12	-2%	0%	8%	0	-17

Following part:
#	SMILES	ASM inhibitor	Integrin act MD	FBPA coupling cs	MLL CXXC-DNA inh	KCNH2 3.1 inh
13	CCOC(=O)c1cnc(SC)nc1Sc1ccc(Cl)cc1Cl	-9%	5%	-2	7%	-6
14	CCN1CCN(c2ccc(S(=O)(=O)N3CCCCC3)cc2NC(=O)c2ccc(F)cc2)CC1	4%	-21%	0	13%	-11
15	COc1ccc(N2CC(O)=C(c3nc(-c4ccc(F)cc4)cs3)C2=N)cc1Cl	-17%	0%	6	6%	2
16	CCn1c2nc(SCCN3CCOCC3)nnc2c2cc(C)cc(C)c21	-2%	-28%	-2	11%	-9
17	C=CCn1c2[n+](c3ccccc3c1=O)CCCCC2	8%	11%	2	11%	-113*
18	CC(=O)N1N=C(c2cccc([N+](=O)[O-])c2)OC1c1ccccc1Cl (stereo not given)	-3%	-23%	-1	11%	-3
19	CCN(c1ccc(OC)cc1)S(=O)(=O)c1ccc2c(c1)NC(=O)CS2	-2%	0%	/	18%	0
20	CN(CC(=O)O)S(=O)(=O)/C=C/c1ccccc1	-1%	11%	1	5%	-10
21	CCCC[n+]1ccn(-c2nc3ccccc3nc2[N-]S(=O)(=O)c2ccc(Br)cc2)c1	/	-11%	2	-10%	-9
22	CCN(CC)S(=O)(=O)c1ccc2c(c1)nc(CCC(=O)OCc1c(C)noc1C)n2C	3%	5%	1	-8%	-7
23	CNCC(O)COc1cccc(OC)c1 (stereo not given)	2%	30%	1	1%	-1
24	O=C(/C=C/c1cn(-c2ccccc2)nc1-c1cccnc1)NCCN1CCOCC1	1%	3%	3	-9%	-3

#	A-T KAP1 phos	GALK inhibitor	MBNL1 CUG block	TRPV1 agonist	KCNH2 WT inh
13	/	4%	11%	2	1
14	-4%	2%	-10%	0	4
15	4%	10%	14%	-4	2
16	-4%	-2%	?	10	0
17	5%	-1%	-7%	-2	12
18	5%	-3%	?	8	2
19	0%	2%	4%	23	-4
20	2%	9%	1%	1	6
21	8%	1%	-8%	2	2
22	-18%	4%	-5%	0	1
23	-3%	1%	/	-7	7
24	-12%	1%	11%	0	0

Record cards (already shown). Order of values: ASM inhibitor | Integrin act MD | FBPA coupling cs | MLL CXXC-DNA inh | KCNH2 3.1 inh | A-T KAP1 phos | GALK inhibitor | MBNL1 CUG block | TRPV1 agonist | KCNH2 WT inh
Record of O=C(/C=C/c1cn(-c2ccccc2)nc1-c1cccnc1)NCCN1CCOCC1 = 1% | 3% | 3 | -9% | -3 | -12% | 1% | 11% | 0 | 0
Record of CCN(c1ccc(OC)cc1)S(=O)(=O)c1ccc2c(c1)NC(=O)CS2 = -2% | 0% | / | 18% | 0 | 0% | 2% | 4% | 23 | -4
Record of CCN1CCN(c2ccc(S(=O)(=O)N3CCCCC3)cc2NC(=O)c2ccc(F)cc2)CC1 = 4% | -21% | 0 | 13% | -11 | -4% | 2% | -10% | 0 | 4
Record of CCn1c2nc(SCCN3CCOCC3)nnc2c2cc(C)cc(C)c21 = -2% | -28% | -2 | 11% | -9 | -4% | -2% | ? | 10 | 0

Next section.
#	SMILES	ASM inhibitor	Integrin act MD	FBPA coupling cs	MLL CXXC-DNA inh	KCNH2 3.1 inh
25	COc1ccccc1OCC(=O)Nc1ccc(S(=O)(=O)N2CCCC2)cc1	0%	0%	-1	2%	0
26	CN(C)C1(CNCC(O)c2ccccc2)CCCCC1 (stereo not given)	0%	?	0	?	-15
27	Cc1c(C(=O)N/N=C/c2ccccc2)sc(=S)n1C	-5%	24%	-2	-4%	-3
28	CN(Cc1ccccc1)C(=O)c1[nH]cnc1C(=O)NCc1ccccc1	12%	-16%	/	/	/
29	CN1CCN(C2CC(=O)N(c3ccc4c(c3)OCCO4)C2=O)CC1 (stereo not given)	2%	32%	1	10%	6
30	O=S(=O)(/C=C/c1ccccc1)NC1CCCCCC1	-4%	0%	4	-14%	-7
31	CCC(c1nnc(SCC(=O)N(C)c2ccccc2)n1Cc1ccccc1)N(C)C (stereo not given)	6%	5%	/	/	1
32	O=C(CN1CCN(c2ccccn2)CC1)N1CCc2ccccc21	6%	4%	2	-4%	-21
33	Cc1nc(SCC(=O)N2CCCc3ccccc32)c2oc3ccccc3c2n1	-9%	10%	1	1%	4
34	COCCN1C=C2C(=O)C(C)(OC(=O)C3CCCC3)C(=O)C(c3ccccc3)=C2C=C1CCCC(=O)OC (stereo not given)	0%	4%	-28&-26	8%	0
35	Cn1c(=O)c2c(ncn2CC(=O)N/N=C/c2cn[nH]c2-c2ccc(F)cc2)n(C)c1=O	0%	20%	2	2%	9
36	CN1C(=O)CSc2ccc(NC(=O)N3CCc4ccccc43)cc21	-7%	3%	1	-6%	3
37	O=C(O)CC1C(=O)NCCN1CCCc1ccccc1 (stereo not given)	4%	6%	1	0%	-6
38	COc1ccc(-n2c(O)c(/C=N/n3cnnc3)c3ccccc3c2=O)cc1	458%[activator]	-6%	0	-3%	5
39	CCOc1ccc(NC(=O)c2sc(NC(C)=O)c(C(=O)OC)c2C)cc1	-4%	-22%	-1	-12%	-15

#	A-T KAP1 phos	GALK inhibitor	MBNL1 CUG block	TRPV1 agonist	KCNH2 WT inh
25	10%	4%	4%	3	7
26	6%	/	2%	0	9
27	-6%	-5%	20%	0	14
28	-22%	/	/	12	/
29	/	2%	-16%	0	2
30	12%	0%	-6%	22	-8
31	/	/	/	/	-3
32	3%	0%	7%	1	2
33	/	-1%	18%	5	-13
34	23%	3%	?	3	-15
35	1%	9%	-2%	2	-5
36	-7%	0%	3%	1	-16
37	3%	1%	-2%	-4	-3
38	4%	0%	14%	-2	-3
39	3%	0%	0%	-1	-14
